# Jurkat NFkB inh = inhibitors of the PMA/ionomycin-induced NF-kB reporter in Jurkat cells; PMA/ionomycin-induced NF-kB luciferase reporter, luminescence; inhibition, % at 4 µM; 330,000 compounds, 0.53% hits; in the data active = inhibition above about 50%
# APJ ag = activates the human apelin receptor APJ; activation, % at 20 µM; 330,000 compounds, 0.11% hits; P35414; CHO-K1 APJ PathHunter beta-arrestin, luminescence; 0% DMSO wells, 100% apelin; AID 2520;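 active = activation more than six SD over the plate average, tested at 20 µM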;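 also: 0% = DMSO alone and 100% = apelin-13 at 10 nM; some results filed as inactive read as strong as hits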
# Target sequence (P35414 whole entry, looked up): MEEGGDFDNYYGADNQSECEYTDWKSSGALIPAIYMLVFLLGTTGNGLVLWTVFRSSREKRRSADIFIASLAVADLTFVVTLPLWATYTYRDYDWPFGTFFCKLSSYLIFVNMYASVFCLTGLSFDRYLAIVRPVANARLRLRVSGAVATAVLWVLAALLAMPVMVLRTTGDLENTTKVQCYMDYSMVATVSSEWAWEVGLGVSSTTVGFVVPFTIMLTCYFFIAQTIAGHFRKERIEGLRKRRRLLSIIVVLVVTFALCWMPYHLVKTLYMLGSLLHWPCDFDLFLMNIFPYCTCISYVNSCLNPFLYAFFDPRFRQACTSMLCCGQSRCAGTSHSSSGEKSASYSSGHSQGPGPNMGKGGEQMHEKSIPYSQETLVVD
#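 Material: CHO-K1 APJ beta-arrestin complementation cell line; Input: cell density 1000 per well; Incubation: compound stimulation 90 min at 25 °C, detection 60 min; Signal: luminescence from split beta-galactosidase complementation, Galacton Star/Emerald II substrate; Controls: DMSO-only wells as negative, 10 nM Apelin-13 as positive control.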
# Mdm2-MdmX inh = disrupts the human Mdm2-MdmX interaction | 330,000 compounds, 3% hits | O15151+Q00987 | SaOS-2 split-luciferase Mdm2/MdmX complementation, luminescence | inhibition, % at 8 µM | AID 485346;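 active = inhibition of at least 50% at 8 µM in the primary screen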
# APJ antag = blocks the human apelin receptor APJ. CHO-K1 APJ beta-arrestin complementation, luminescence. inhibition, % at 20 µM. P35414. 330,000 compounds, 0.32% hits. AID 2521;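 active = inhibition above about 40% at 20 µM, limit read from the data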;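 also: cells challenged with 10 nM apelin-13 agonist together with compound; plate controls were apelin-13 plus DMSO wells for no effect and DMSO wells lacking apelin-13 for full effect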
# UPR XBP1 act = activators of adaptive arm of unfolded protein response (XBP1); 330,000 compounds, 0.33% hits; activation, % at 20 µM; CHO-XBP1 luciferase reporter, IRE1-XBP1 UPR activation, luminescence; percent of tunicamycin response, DMSO as zero;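 active = versus positive control, 20 µM dose yields 30% or more activation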;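 also: 100% = tunicamycin at 10 µg/mL and 0% = DMSO only wells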
#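 assay system = CHO-XBP1 luciferase reporter cells | amount = 1000 cells/well | buffer or medium = F12 plus 10% FBS | compound dosing = single point, 20 µM final compound, 1% DMSO | incubation = 16-18 h cell attachment at 37 °C, then 6 h compound exposure | detection = Steady-Glo luminescence read | controls = tunicamycin 10 µg/mL and vehicle-only wells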
# 697 NFkB inh = lowers PMA/ionomycin-induced NF-kB signal in 697 B cells | 697 B-cell NF-kB luciferase reporter, 16 h | inhibition, % at 4 µM | 330,000 compounds, 0.33% hits | AID 435022; in the data active = inhibition above about 35%
# tim23-1 inh = inhibits growth of tim23-1 mutant yeast; 330,000 compounds, 1.3% hits; inhibition, % at 20 µM; S. cerevisiae tim23-1 growth, BacTiter-Glo luminescence, 24 h;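 active = growth inhibition of the mutant yeast at or above 50%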;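 also: temperature-sensitive mutant grown at 25 °C; plate controls were DMSO-treated mutant yeast for no effect and medium wells lacking yeast for full effect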
# UPR CHOP act = apoptotic UPR (CHOP) activation; CHO-CHOP luciferase reporter, luminescence; percent of tunicamycin response over DMSO baseline; AID 449763; activation, % at 10 µM; 330,000 compounds, 0.34% hits;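 active = at 10 µM dose, activation of 40% or more, normalized to positive control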;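 also: 100% = tunicamycin at 10 µg/mL and 0% = DMSO alone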
#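 measured by = luciferase luminescence | assay system = CHO-CHOP cells, stable luciferase reporter of PERK-eIF2a-CHOP signalling | amount = 500 reporter cells seeded per well | timing = 6 h compound exposure at 37 °C after overnight seeding | controls = positive tunicamycin 10 µg/mL, negative DMSO alone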
# * = called active by the depositor.
SMILES,Jurkat NFkB inh,APJ ag,Mdm2-MdmX inh,APJ antag,UPR XBP1 act,697 NFkB inh,tim23-1 inh,UPR CHOP act
COc1ccc(C(=O)CCc2ccccc2)c(O)c1,-28,-7,-20,4,6,-21,18,3.8
O=[N+]([O-])c1cccc(N(CC2CO2)S(=O)(=O)c2ccccc2)c1 (centres undefined),12,1,10,16,7,7,6,2.8
COCCCNC(=O)CSc1nc2ccccc2c(=O)n1CCCC(=O)NCC1CCCO1 (centres undefined),-9,-1,-2,-8,-1,1,10,1.4
N#CC1=C(N)Oc2cc(O)ccc2C1C1CCCCC1 (centres undefined),31,0,65*,6,2,-68,12,-0.2
O=C(COC(=O)C1(c2ccccc2F)CCCC1)N1CCNC1=O,2,-4,17,1,3,16,11,0.5
COc1ccc(S(=O)(=O)N2CCOCC2)cc1NC(=O)CCCOc1ccc(Cl)cc1C,-16,-2,23,-2,-1,-8,-3,0.2
CCOc1ccccc1N(CC(=O)N(C)Cc1ccccc1)S(=O)(=O)c1ccccc1,8,1,5,-9,-3,-9,37,1.8
Cc1nnc(NC(=O)CSc2nc3c(c(=O)n2CCc2ccccc2)SC(C)C3)s1 (centres undefined),5,-4,27,0,8,1,5,-1.4
CCCCS(=O)(=O)N1CN(S(=O)(=O)CCCC)C2NC(=O)NC21 (centres undefined),-7,1,-27,-10,0,11,6,-0.5
COc1cccc(OCCCn2ccnc2)c1,-3,-1,27,-3,-4,2,2,0.5
O=C(O)c1ccccc1/C=N/NC(=O)C1CCCCC1,-4,-5,-12,-13,-2,8,6,-0.9
CCOC(=O)N1CCC(NC(=O)c2ccc3c(c2)ncn3C2CCCC2)CC1,-18,0,17,6,2,-19,2,2.2
CCC(CC)C(=O)c1c[nH]c(C(=O)NCc2cccnc2)c1,-1,2,-9,-7,-1,12,12,0.3
CCOc1cc(N2CCOCC2)c(OCC)cc1NC(=O)c1oc2ccccc2c1C,-5,1,-2,-29,0,5,13,1.0
CCNC(=O)N1C(=O)C2(OCCO2)c2cc(Br)ccc21,-5,-1,23,10,-1,0,-4,3.2
CCCCC(=O)Nc1ccccc1N1CCOCC1,9,-2,5,1,1,18,-3,-0.8
CCCCNC(=O)N1CCN(C/C=C/c2ccccc2)CC1,-10,1,13,2,2,-20,-9,-2.1
Brc1ccc(C2=Nn3c(nnc3-c3n[nH]c4c3CCC4)SC2)cc1,48,-3,80*,8,37*,18,19,1.0
COCCNC(=O)COC(=O)C1=Cc2ccccc2OC1,-5,-2,23,-8,-2,4,5,-3.2
CC(/C=N/NC(=O)Cn1cnc2ccccc21)=C\c1ccccc1,20,-2,25,2,5,1,6,-0.3

# An excerpt from above in order of count of non-hydrogen atoms, largest number first:
SMILES,Jurkat NFkB inh,APJ ag,Mdm2-MdmX inh,APJ antag,UPR XBP1 act,697 NFkB inh,tim23-1 inh,UPR CHOP act
COCCCNC(=O)CSc1nc2ccccc2c(=O)n1CCCC(=O)NCC1CCCO1 (centres undefined),-9,-1,-2,-8,-1,1,10,1.4
COc1ccc(S(=O)(=O)N2CCOCC2)cc1NC(=O)CCCOc1ccc(Cl)cc1C,-16,-2,23,-2,-1,-8,-3,0.2
CCOc1ccccc1N(CC(=O)N(C)Cc1ccccc1)S(=O)(=O)c1ccccc1,8,1,5,-9,-3,-9,37,1.8
Cc1nnc(NC(=O)CSc2nc3c(c(=O)n2CCc2ccccc2)SC(C)C3)s1 (centres undefined),5,-4,27,0,8,1,5,-1.4
CCOC(=O)N1CCC(NC(=O)c2ccc3c(c2)ncn3C2CCCC2)CC1,-18,0,17,6,2,-19,2,2.2
O=C(COC(=O)C1(c2ccccc2F)CCCC1)N1CCNC1=O,2,-4,17,1,3,16,11,0.5
CCCCS(=O)(=O)N1CN(S(=O)(=O)CCCC)C2NC(=O)NC21 (centres undefined),-7,1,-27,-10,0,11,6,-0.5
CCC(CC)C(=O)c1c[nH]c(C(=O)NCc2cccnc2)c1,-1,2,-9,-7,-1,12,12,0.3
COCCNC(=O)COC(=O)C1=Cc2ccccc2OC1,-5,-2,23,-8,-2,4,5,-3.2
O=C(O)c1ccccc1/C=N/NC(=O)C1CCCCC1,-4,-5,-12,-13,-2,8,6,-0.9
COc1ccc(C(=O)CCc2ccccc2)c(O)c1,-28,-7,-20,4,6,-21,18,3.8
COc1cccc(OCCCn2ccnc2)c1,-3,-1,27,-3,-4,2,2,0.5

# (list continues)
SMILES,Jurkat NFkB inh,APJ ag,Mdm2-MdmX inh,APJ antag,UPR XBP1 act,697 NFkB inh,tim23-1 inh,UPR CHOP act
COc1ccc(/C=C2\OC(=O)c3c(OC)cccc32)cc1OC,-45,0,-36,4,14,-148,-7,4.8
COc1cc(C(=O)NC(=S)Nc2ccc3c(c2)C(=O)N(C)C3=O)cc(OC)c1OC,-1,-3,-3,11,-1,-11,-5,11
N#Cc1ccc(C(=O)OCC(=O)N2CCN(C(=O)c3ccco3)CC2)cc1,-9,-2,16,3,-3,10,0,-1.5
COc1ccc(C(=O)NC(Cc2ccc(OC(=O)c3ccc(OC)cc3)cc2)C(=O)O)cc1 (centres undefined),5,-3,-35,-30,-1,3,7,0.6
CCOC(=O)c1sc(NC(=O)CSc2nnnn2-c2ccc(C)cc2C)nc1C,-7,0,32,18,-5,14,-17,-3.9
COc1ccc(N2CCN(S(=O)(=O)CCNC(=O)c3ccc4c(c3)OCO4)CC2)cc1,9,6,-22,2,-3,-9,-1,2.1
COC(=O)[C@@H](NCc1cccc(CN([C@H](C(=O)OC)C(C)C)S(C)(=O)=O)c1)C(C)C,2,-1,16,-16,1,6,28,-0.6
Cc1ccc2cccc(S(=O)(=O)NC3CCS(=O)(=O)C3)c2n1 (centres undefined),1,-3,5,2,-2,6,0,-2.1
COc1ccc(CNC(=O)CCCC2=NS(=O)(=O)c3ccccc3N2)cc1,-13,-2,13,6,-4,-4,-12,0.5
Cc1cccc(NS(=O)(=O)Cc2ccccc2)c1C,-11,-1,-7,-4,-2,-8,25,0.2
COc1cc(Br)ccc1C1CC(=O)C(C)C(c2ccc(Br)cc2OC)N1 (centres undefined),-27,-4,4,21,-4,-45,26,-2.5
Cn1cc([C@@H]2C[C@H]3CN(Cc4cccc(Cl)c4)C(=O)[C@]34CCCN24)c2ccccc21,-3,-3,5,1,-1,-8,18,0.6
CCCn1c(SCC(=O)N2CCc3ccccc3C2)nc(O)cc1=O,-3,0,-11,15,-1,12,3,1.4
CCCn1c(-c2ccc(C(=O)OC)cc2)nc2c1c(=O)[nH]c(=O)n2Cc1ccccc1,-3,5,18,0,0,9,-7,0.5
O=[N+]([O-])c1ccc2nnn(O)c2c1,1,-2,17,12,0,18,10,0.4
COc1cccc(NC(=O)N2CCC(N3CCCCC3)CC2)c1,-3,-5,5,-34,-2,19,2,-1.9
COc1cc2c(=O)n(CC3CCCO3)c(=O)n(CC(=O)Nc3ccccc3)c2cc1OC (centres undefined),-7,-3,21,-6,1,12,12,-0.7
Oc1ccccc1/C=N/n1cnnc1,-3,-3,-15,-1,-5,9,-12,-1.2
O=C(OCC1CC(c2ccccc2Cl)=NO1)c1ccc(Br)cc1 (centres undefined),-19,0,12,-9,0,-10,6,2.3
CC(C)C(=O)Nc1ccc2c(c1)nc(CCN1CCN(c3ccccn3)CC1)n2C,-9,-2,23,7,-5,11,11,4.0

# Pulled by structure from the list above (three):
SMILES,Jurkat NFkB inh,APJ ag,Mdm2-MdmX inh,APJ antag,UPR XBP1 act,697 NFkB inh,tim23-1 inh,UPR CHOP act
Cc1nnc(NC(=O)CSc2nc3c(c(=O)n2CCc2ccccc2)SC(C)C3)s1 (centres undefined),5,-4,27,0,8,1,5,-1.4
CCCCNC(=O)N1CCN(C/C=C/c2ccccc2)CC1,-10,1,13,2,2,-20,-9,-2.1
Brc1ccc(C2=Nn3c(nnc3-c3n[nH]c4c3CCC4)SC2)cc1,48,-3,80*,8,37*,18,19,1.0

# Going on with the list:
SMILES,Jurkat NFkB inh,APJ ag,Mdm2-MdmX inh,APJ antag,UPR XBP1 act,697 NFkB inh,tim23-1 inh,UPR CHOP act
COc1ccc(Cn2c(S(=O)(=O)CC(N)=O)nc3ccccc32)cc1[N+](=O)[O-],-2,0,24,36,-3,14,-4,2.6
O=C1CC(c2ccco2)CC(O)=C1C=Nc1ccc(Br)cc1 (centres undefined),16,-1,17,10,22,24,40,24
Cc1ccc(-n2ncc3c(N4CCCC4)ncnc32)c(C)c1,-25,-2,-9,4,-2,-43,-3,4.0
CC1CN(C(=O)c2ccncc2)CC(C)O1 (centres undefined),-1,3,4,-10,0,7,10,-1.0
Cc1ccc(NC(=O)Nc2ccccc2)nc1,-76,3,-54,-1,2,-64,14,5.8
CCOC(=O)c1c(NC(=O)CN2C(=O)NC3(CCCC3)C2=O)sc(C)c1CC,-9,-2,8,8,3,-22,20,1.3
COc1ccc(-c2cnc3ncnn3c2N)cc1,5,-4,10,11,-5,23,5,-0.7
CCn1c(Cc2ccc(OC)cc2)nnc1SCc1nc2ccccc2c(=O)[nH]1,-3,-2,16,3,-1,5,-1,3.2
COc1ccc(C(=O)NC2CC2)cc1OC1CCN(Cc2ccc(Cl)cc2)CC1,-4,-4,13,11,-3,-4,-8,-2.3
Nc1nonc1-c1noc(CCCN2C(=O)c3ccccc3C2=O)n1,2,0,-14,18,1,-44,11,4.4
Cc1cccc(C)c1NC(=O)N1CCC(n2cnc3ccccc32)CC1,2,-2,-8,-6,3,-7,-1,0.5
Cc1ccc(C)c2sc(NC(=O)CN3C(=O)CCC3=O)nc12,-6,-2,-13,7,-1,12,5,-1.6
CCCN1CNC(=S)N(c2cc(C)ccc2C)C1,-1,-1,-1,6,0,14,21,0.6
O=C1/C(=C/c2ccc(F)c(F)c2)CSc2sccc21,-23,2,27,4,-2,-28,0,-0.2
COc1ccc(OC)c(C(O)c2nc3ccccc3n2C)c1 (centres undefined),-18,-1,-12,7,-1,6,-2,-1.2
O=C(Oc1ccc2ccc(=O)oc2c1)N1CCOCC1,-23,6,1,9,-1,18,18,-2.3
Cc1cc(Oc2ccc(-c3ccccc3)cc2)n2ncnc2n1,-16,-3,16,11,2,3,18,2.6
O=C(CCCOc1ccccc1)Nc1nccs1,0,-4,7,-4,2,12,9,1.7
O=c1[nH]c2ccccc2n1C1=CCCC1,-7,-3,13,-17,0,10,14,-0.1
COc1c(/C=N/NC(=O)[C@H]2C[C@@H]2c2ccccc2)c(CCN(C)C(C)=O)cc2c1OCO2,-7,0,-25,-5,1,1,15,1.6
CCN(c1ccccc1)S(=O)(=O)c1ccc(OC)c(NC(=O)COc2ccc(C(C)=O)cc2)c1,34,4,6,-20,0,-19,7,3.6
Cc1ccc(NC(=O)CN(C)S(=O)(=O)c2cccc3nsnc23)cc1,-11,-5,17,10,1,-14,15,-0.2
O=C(CN(c1ccc(F)cc1)S(=O)(=O)c1ccc2c(c1)OCCO2)N1CCOCC1,6,-2,15,-86,-1,-6,10,-1.1
CSc1ccccc1OCc1cc(C(=O)N(C)Cc2ccc(C)o2)no1,-50,1,-52,5,0,-56,32,4.0

# Screening results (PubChem)
